Screening data from PubChem.
HTT cytoprotect = cytoprotection in Huntington HTT-Q103 PC12 cell model | PC12 HTT-Q103 induced, cytoprotection, ATP luminescence, 40 h | Potency, µM (top dose mostly 56.4 µM), inactives show cytoprotection (ATP increase), usual class: activators | 0.14% of 230,000 active;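 further: potency means the concentration at half of the fitted maximal effect; % of control where 0% means no effect; nearly all actives have a fitted effect of over 45% in size; toxic huntingtin expression switched on by the ecdysone agonist tebufenozide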
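Compounds were screened for protection of PC12 cells against cell death after tebufenozide induction (100 nM final) of mutant Huntingtin exon 1 (Q103) fused to GFP.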
CBFb-RUNX1 inh = blocks binding between human CBF-beta and RUNX1; AlphaScreen CBFb-His/RUNX1-biotin binding, biochemical; 230,000 tested, under 10 active; Potency, µM (titrated, usually from 59.8 µM), inactives show top-dose activity, negative = inhibition, actives largely listed as inhibitors; further: % of control where 0% means no effect
Target sequence (Q01196 whole entry, looked up): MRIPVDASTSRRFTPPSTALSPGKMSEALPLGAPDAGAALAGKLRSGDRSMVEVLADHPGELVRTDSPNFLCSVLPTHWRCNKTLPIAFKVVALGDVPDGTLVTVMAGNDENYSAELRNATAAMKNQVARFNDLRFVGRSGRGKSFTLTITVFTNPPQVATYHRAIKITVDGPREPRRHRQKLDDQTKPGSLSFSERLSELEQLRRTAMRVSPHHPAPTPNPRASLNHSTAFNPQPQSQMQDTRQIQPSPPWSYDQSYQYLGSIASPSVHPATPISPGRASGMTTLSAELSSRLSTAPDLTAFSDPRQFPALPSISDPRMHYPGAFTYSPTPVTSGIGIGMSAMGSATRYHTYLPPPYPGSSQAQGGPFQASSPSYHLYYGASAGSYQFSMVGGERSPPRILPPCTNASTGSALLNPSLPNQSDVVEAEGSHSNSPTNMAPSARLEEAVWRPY
Target sequence (Q13951 whole entry, looked up): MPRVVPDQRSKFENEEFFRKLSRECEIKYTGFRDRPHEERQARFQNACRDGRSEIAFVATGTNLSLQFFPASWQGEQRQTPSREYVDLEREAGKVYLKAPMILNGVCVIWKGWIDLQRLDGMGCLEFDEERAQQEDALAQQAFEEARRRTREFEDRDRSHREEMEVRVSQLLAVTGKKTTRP
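CBF-beta (His) and RUNX1 (biotin), 30 nM each; 20 min preassociation; + compound, 15 min; + beads 50 ng each (Ni, streptavidin), 90 min; RT; AlphaScreen read.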
LMNA splice mod = LMNA splicing modulation | HeLa LMNA splicing GFP/RFP minigene ratio, 48 h | Potency, µM (doses to about 46.1 µM), for inactives: top-dose ratio change, negative = inhibition, hits mostly inhibitors | 0.01% of 200,000 active; active means well fitted inhibition curve with a large enough effect in the signal ratio, with a control signal flat, not every such curve was filed as active; inconclusive means small, poorly fitted or top-dose-only effect, or effect the other way, or a change in a side signal; the % refers to the signal ratio; further: potency means the concentration at half of the fitted maximal effect; on the % scale 0 is the no-effect control and ±100 the full control effect
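S3 HeLa cells stably expressing lamin A-EGFP splicing minigene plus DsRed2, 600 cells/well, 48 h compound exposure at 37C. Laser-scanning cytometry; analysed as GFP (500-530 nm)/RFP (575-640 nm) total intensity ratio; 0.5% DMSO vehicle.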
GAA spleen mod = lysosomal alpha-glucosidase (human) modulation; human spleen homogenate, 4-MU-alpha-glucoside fluorescence; Potency, µM (series often up to 79.9 µM), for the others: top-dose activity change, negative = inhibition, hits mostly inhibitors; P10253; AID 2112; 0.006% of 240,000 active;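 further: potency means the concentration at half of the fitted maximal effect; 0% = enzyme with vehicle and -100% = no enzyme basal signal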
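Compounds were titrated against alpha-glucosidase in spleen homogenate at pH 5.0, with 1 mM 4-methylumbelliferyl substrate for 40 min at 37 C. Reactions were quenched with pH 10 NaOH/glycine and fluorescence measured.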
GAA glycogen = GAA glycogen-cleavage inhibition or activation; 0.38% of 300,000 active; recombinant GAA, glycogen substrate, Amplex Red glucose oxidase fluorescence; Potency, µM (series often up to 76.4 µM), inactives show at the top dose activity change, negative = inhibition, most hits filed as inhibitors; P10253; AID 2100;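 further: potency means the concentration at half of the fitted maximal effect; 0% = full enzyme reaction and -100% = no-enzyme basal signal; the screen sought inhibitors and activators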
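Recombinant enzyme (4 nM final) with compounds titrated up to 77 uM and bovine liver glycogen (30 ug) in citrate pH 5.0, 0.01% Tween-20, 37 C 40 min. Released glucose detected by Amplex Red/glucose oxidase (Ex 573/Em 610); AC50 from Hill fits.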
GAA inh = blocks human lysosomal alpha-glucosidase; purified human GAA, 4-MU-alpha-glucoside fluorescence; 0.005% of 200,000 active; P10253; AID 1466; Potency, µM (top dose mostly 76.9 µM), for the others: top-dose activity change, negative = inhibition, actives largely listed as inhibitors;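 further: potency means the concentration at half of the fitted maximal effect; plate controls were uninhibited enzyme wells for no effect and no-enzyme background for full effect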
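Endpoint fluorogenic read: 20 min room-temperature reaction of 4 nM human alpha-glucosidase with 400 uM 4-methylumbelliferyl-alpha-D-pyranoside, pH 5.0, quenched with 1M NaOH/1M glycine pH 10. AC50 from Hill modeling.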
HTT aggregate = inhibitors of mutant huntingtin aggregate formation in PC12 cells; Potency, µM (doses to about 46.1 µM), inactives show top-dose activity change, negative = inhibition, most hits filed as inhibitors; 1.1% of 220,000 active; AID 1688; PC12 HttQ103-GFP aggregates, Acumen cytometry, 40 h; further: potency means the concentration at half of the fitted maximal effect; on the % scale 0 is the no-effect control and ±100 the full control effect; nearly all actives have a fitted effect of over 60% in size
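PC12 cells stably carrying ecdysone-inducible HTT exon 1 Q103–GFP were induced with tebufenozide (100 nM final) and treated with library compounds in titration. GFP aggregates in lysates were counted by laser scanning cytometry.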
Active calls of the source: *; ? = inconclusive; . = no result given; [ ] = remark or other dose. Unless noted, the call rests on the fitted dose curve; in most records, active means well fitted curve in the direction sought with a large enough effect; inconclusive means small, poorly fitted or top-dose-only effect, or another doubt; inactive means no such curve, though single readings can be large; an effect the other way counts as inactive or inconclusive.

| compound | HTT cytoprotect | CBFb-RUNX1 inh | LMNA splice mod | GAA spleen mod | GAA glycogen | GAA inh | HTT aggregate |
| --- | --- | --- | --- | --- | --- | --- | --- |
| Cc1cccc(C)c1Nc1nnc(SCC(=O)NC(=O)c2cccn2C)s1 | 1%[1.9 µM] | -9% | -5% | 1% | -5% | 0% | 2% |
| N#Cc1ccc(NC(=O)COC(=O)C2Cc3ccccc3CN2C(=O)c2ccccc2)cc1 (centres undefined) | 9%[10 µM] | 5% | ? | 0% | 2% | 0% | 12% |
| C=CCOc1ccc(CNc2ccc3[nH]c(=O)[nH]c3c2)cc1OC | . | ? | . | -4% | ? | 3% | 17% |
| O=C(O)c1cccnc1SC1CC(=O)N(Cc2ccccc2)C1=O (centres undefined) | -5% | 7% | 0% | 1% | 2% | -1% | -2% |
| c1ccc(-n2cnnc2SCc2cn3cccnc3n2)cc1 | 27% | 1% | -3% | 12% | 4% | 10% | 23% |
| O=C(Nc1ccccc1)c1ccccc1O | -22% | 6% | ? | -2% | 6% | -6% | ? |
| COc1ccc(Oc2ccc(NC(=O)c3ccccc3C)cc2)cc1 | -9%[10 µM] | 8% | ? | 0% | 6% | ? | -5%[9.22 µM] |
| C=CCn1c(COc2ccccc2)nnc1SCC(=O)Nc1ccc2c(c1)OCCO2 | -2% | -2% | -2% | 2% | -5% | ? | 9% |
| Cc1cc2nc(C)c3c(n2n1)CCC3 | 7%[10 µM] | 10% | 12%[46 µM] | 1% | -3% | 0% | -10% |
| COc1cc(/C=C/CN2CCN(Cc3ccc(C)o3)C(CCO)C2)ccc1O (centres undefined) | 5%[10 µM] | 7% | ? | -3% | ? | 10% | 16%[9.22 µM] |
| CC(C)(C)NC(=O)Cn1c(=O)n(CC(=O)NC(C)(C)C)c2ccccc21 | -5%[10 µM] | -1% | . | 0% | -7% | ? | -2%[9.22 µM] |
| Cc1cc(NC(=O)CCC(=O)N(Cc2ccco2)C(C)(C)C(=O)NC2CCCCC2)no1 | 16%[10 µM] | 5% | -14% | -3% | 0% | 2% | -23% |
| CCC(=O)Nc1sc2c(c1C(N)=O)CCN(C(C)=O)C2 | -3%[10 µM] | -11% | -2% | -2% | 5% | -5% | -14% |
| N#CC1=C(N)Oc2n[nH]c(-c3cccs3)c2C1c1cccnc1 (centres undefined) | -4%[10 µM] | 3% | 1% | -3% | -5% | 0% | ? |
| Cc1csc(=Nc2cccnc2)n1CC1CCCCC1 | 20%[10 µM] | -27% | ? | -16% | 1% | -15% | -18% |
| COc1ccc(-c2c3c(=O)n(C)c(=O)n(C)c3cn2N2CCOCC2)cc1 | 5%[10 µM] | -5% | -1% | -13% | -2% | -7% | 18% |
| C=CCN(CC=C)CCCOc1ccc(Br)cc1Cl | -11% | -4% | . | 1% | 9% | 7% | 11% |
| NC(=O)c1ccc2nc(NC(=O)c3ccc(N)cc3)sc2c1 | -99%[inhibitor] | 28% | 2%[46 µM] | -2% | 1% | -2% | 5% |
| COc1ccc(-c2csc3ncn(-c4ccc(C)cc4)c(=O)c23)cc1OC | -20%[10 µM] | 2% | . | 3% | 4% | -4% | -3%[9.22 µM] |
| O=C1CC(C(=O)Nc2ccccc2)N=C(N2CCOCC2)N1 (centres undefined) | -8% | -2% | 6% | 0% | 4% | -11% | -6% |

(further entries)
| compound | HTT cytoprotect | CBFb-RUNX1 inh | LMNA splice mod | GAA spleen mod | GAA glycogen | GAA inh | HTT aggregate |
| --- | --- | --- | --- | --- | --- | --- | --- |
| CCOc1cc(CNCCO)cc(Br)c1OCc1ccc(Cl)cc1Cl | -170%[inhibitor] | 4% | ? | -9% | -4% | -15% | ? |
| O=c1cc(CN2CC(O)Cc3ccc4ccccc4c32)nc2sccn12 (centres undefined) | -19% | 0% | 2%[46 µM] | 5% | 15% | 2% | 4% |
| CCN(CC)c1ccc2cc(-c3nc(-c4ccc(OC)cc4)cs3)c(=O)oc2c1 | -9%[10 µM] | ? | ? | 0% | -5% | -2% | 2.8µM* |
| COC(=O)C1CC(O)CN1S(=O)(=O)c1cccs1 (centres undefined) | -22% | 3% | 20%[9.22 µM] | -11% | -6% | -9% | 5% |
| COC(=O)CC1C(C)(C)C(O)C2CC3=C4C=C(OC)OC(c5ccoc5)[C@]4(C)CCC3[C@@]1(C)C2=O (some centres undefined) | -36%[inhibitor] | 20% | . | 6% | . | . | . |
| Cc1cc(C)nc(SCc2ccc3nonc3c2)n1 | 1% | 5% | 5% | 5% | -7% | -2% | 5% |
| CC1=C(C(=O)OCC(C)C)C(c2ccsc2)NC(=O)N1 (centres undefined) | -14% | 2% | -1% | -3% | -14% | -3% | -3% |
| COc1ccccc1N1CCN(C(c2ccccc2)c2nnnn2CCc2ccccc2)CC1 (centres undefined) | 1%[10 µM] | -9% | ? | 0% | -13% | ? | ? |
| COc1ccc(-n2c(SCCC#N)nnc2-c2cc(Cl)ccc2OC)cc1Cl | -78%[inhibitor] | 6% | ? | -2% | -1% | -8% | 11% |
| O=C1NC(=O)/C(=C\c2ccc(OCc3cccc(C(=O)O)c3)c(Cl)c2)N1 | -21% | 1% | . | 4% | 2% | 5% | -20% |
| Cn1nnc2c(N3CCCCC3)nccc21 | -4%[0.074 µM] | 1% | ? | 0% | -1% | 2% | 6% |
| CC1(c2nnc(-c3ccc(Cl)cc3)o2)CC(c2c(Cl)cccc2Cl)=NO1 (centres undefined) | 32%[10 µM] | ? | . | -3% | -2% | . | -17%[9.22 µM] |
| COC(=O)c1sccc1N(C)S(C)(=O)=O | 2%[10 µM] | -2% | . | 4% | 1% | 5% | 17% |
| C/C(=N\Nc1ccc([N+](=O)[O-])cc1)c1ccc(N2CCOCC2)cc1 | 6%[10 µM] | 7% | . | -8% | -5% | . | 8%[9.22 µM] |
| CCCn1nc(CC(=O)O)c2ccccc2c1=O | 2%[1.9 µM] | 4% | 1% | -12% | 4% | -4% | -2% |
| O=C(COc1ccc(Br)cc1)N/N=C1/SCC(=O)N1Cc1ccccc1 | . | -5% | -7% | 6% | 0% | -13% | -18% |
| O=c1cc(CSc2nnc(NC3CCCCC3)s2)nc2sccn12 | -31%[inhibitor] | 5% | -22%[9.22 µM] | -2% | 3% | 9% | -6% |
| COc1ccc(CC(=O)N2CCN(c3ccccn3)CC2)cc1OC | 15% | 1% | 2% | -6% | 5% | -2% | -1% |
| Cc1nc2ccc(NC(=O)c3ccc(Cl)c(S(=O)(=O)N(C)c4ccccc4)c3)cc2s1 | . | -4% | ? | -10% | -9% | -4% | ? |
| Cn1c(N)c(C(=O)COC(=O)c2cnc(Cl)c(Cl)c2)c(=O)n(C)c1=O | -6% | -1% | -13%[9.22 µM] | -10% | 5% | -2% | -8% |

Part of the list above in order of length of the SMILES, falling:
| compound | HTT cytoprotect | CBFb-RUNX1 inh | LMNA splice mod | GAA spleen mod | GAA glycogen | GAA inh | HTT aggregate |
| --- | --- | --- | --- | --- | --- | --- | --- |
| COC(=O)CC1C(C)(C)C(O)C2CC3=C4C=C(OC)OC(c5ccoc5)[C@]4(C)CCC3[C@@]1(C)C2=O (some centres undefined) | -36%[inhibitor] | 20% | . | 6% | . | . | . |
| Cn1c(N)c(C(=O)COC(=O)c2cnc(Cl)c(Cl)c2)c(=O)n(C)c1=O | -6% | -1% | -13%[9.22 µM] | -10% | 5% | -2% | -8% |
| CCN(CC)c1ccc2cc(-c3nc(-c4ccc(OC)cc4)cs3)c(=O)oc2c1 | -9%[10 µM] | ? | ? | 0% | -5% | -2% | 2.8µM* |
| CC1(c2nnc(-c3ccc(Cl)cc3)o2)CC(c2c(Cl)cccc2Cl)=NO1 (centres undefined) | 32%[10 µM] | ? | . | -3% | -2% | . | -17%[9.22 µM] |
| O=C(COc1ccc(Br)cc1)N/N=C1/SCC(=O)N1Cc1ccccc1 | . | -5% | -7% | 6% | 0% | -13% | -18% |
| O=c1cc(CN2CC(O)Cc3ccc4ccccc4c32)nc2sccn12 (centres undefined) | -19% | 0% | 2%[46 µM] | 5% | 15% | 2% | 4% |
| COc1ccc(CC(=O)N2CCN(c3ccccn3)CC2)cc1OC | 15% | 1% | 2% | -6% | 5% | -2% | -1% |
| CC1=C(C(=O)OCC(C)C)C(c2ccsc2)NC(=O)N1 (centres undefined) | -14% | 2% | -1% | -3% | -14% | -3% | -3% |
| COC(=O)c1sccc1N(C)S(C)(=O)=O | 2%[10 µM] | -2% | . | 4% | 1% | 5% | 17% |
| Cn1nnc2c(N3CCCCC3)nccc21 | -4%[0.074 µM] | 1% | ? | 0% | -1% | 2% | 6% |

The list continues:
| compound | HTT cytoprotect | CBFb-RUNX1 inh | LMNA splice mod | GAA spleen mod | GAA glycogen | GAA inh | HTT aggregate |
| --- | --- | --- | --- | --- | --- | --- | --- |
| CCCCNc1cc(NC(C)=O)cc2cc(OC)c(OC)cc12 | -7% | -8% | ? | 0% | ? | -6% | 9% |
| C/C(=N/NC(=O)C(O)(c1ccccc1)c1ccccc1)c1ccc([N+](=O)[O-])o1 | -54%[inhibitor] | -8% | . | 2% | 6% | -4% | ? |
| COc1cc(NC(=S)NCCc2ccccc2)c(OC)cc1NC(=O)CC(C)C | -16% | -12% | . | 3% | -24% | -4% | -26% |
| O=[N+]([O-])c1ccc(/C=C/c2ccc3cccc([N+](=O)[O-])c3n2)cc1 | -19%[10 µM] | 7% | -12% | 14% | 1% | 9% | -6% |
| COc1cc(/C=N\NC(=O)Cn2nnc3ccccc32)cc(OC)c1OC | 16%[10 µM] | 7% | -12% | 4% | 1% | -2% | 10% |
| Cn1nc(-c2ccc(Cl)cc2)c2cc(C(=O)N3CCOCC3)sc21 | -27% | -1% | 1% | -2% | 16% | 0% | -1% |
| Cc1noc(C)c1COC(=O)c1ccc2c(c1)OCCO2 | 31%[10 µM] | -1% | -12% | -3% | 3% | 1% | -11% |
| Cc1cc(F)ccc1NCC(=O)Nc1ccc(Br)cc1C | 3%[10 µM] | 0% | -12% | -6% | 4% | -12% | 5% |
| Cc1cccc(N2CCCC2=Nc2ccc(Br)cc2C#N)c1 | -5% | 4% | 3% | -6% | -14% | -10% | -1% |
| COc1ccc(OC)c(S(=O)(=O)N2c3ccccc3CC2C)c1 (centres undefined) | 7%[0.074 µM] | 9% | -12% | 6% | -6% | 2% | 10% |
| CC(C)(C)OC(=O)N1CCC(C(N)=O)CC1 | 9%[10 µM] | 2% | -9% | -5% | -7% | 2% | -1% |
| Cc1cc(C)n(-c2ccc(C(=O)Nc3nnc(C)s3)cc2)n1 | -36% | -3% | ? | -1% | -4% | -2% | 0% |

Compounds as they come; overall some 1.5% were active at least once.
